Source: PubChem BioAssay (several laboratories)
H69AR inhibit: growth inhibitors of human H69AR lung tumor cells | H69AR lung tumor viability, ATP luminescence, 72 h; active compounds read low | viability, % at 10 µM | 85,000 tested, 6% active | AID 598;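 active = viability at or below 40%; inactive = viability above 40%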;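 note: multidrug resistant small cell line overexpressing MRP-1 efflux transporter; 100% = mean luminescence of untreated control wells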
ERa coact inh: ER-alpha (human) coactivator binding inhibition; 86,000 tested, 1.7% active; inhibition, % at 25.6 µM; AID 629; TR-FRET ER-alpha LBD / SRC-1 peptide, estradiol-bound; P03372; in the data active = inhibition above about 50%;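 note: 0% = receptor plus peptide control and 100% = peptide only without receptor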
Target sequence (P03372 whole entry, looked up, the tested form may be a part): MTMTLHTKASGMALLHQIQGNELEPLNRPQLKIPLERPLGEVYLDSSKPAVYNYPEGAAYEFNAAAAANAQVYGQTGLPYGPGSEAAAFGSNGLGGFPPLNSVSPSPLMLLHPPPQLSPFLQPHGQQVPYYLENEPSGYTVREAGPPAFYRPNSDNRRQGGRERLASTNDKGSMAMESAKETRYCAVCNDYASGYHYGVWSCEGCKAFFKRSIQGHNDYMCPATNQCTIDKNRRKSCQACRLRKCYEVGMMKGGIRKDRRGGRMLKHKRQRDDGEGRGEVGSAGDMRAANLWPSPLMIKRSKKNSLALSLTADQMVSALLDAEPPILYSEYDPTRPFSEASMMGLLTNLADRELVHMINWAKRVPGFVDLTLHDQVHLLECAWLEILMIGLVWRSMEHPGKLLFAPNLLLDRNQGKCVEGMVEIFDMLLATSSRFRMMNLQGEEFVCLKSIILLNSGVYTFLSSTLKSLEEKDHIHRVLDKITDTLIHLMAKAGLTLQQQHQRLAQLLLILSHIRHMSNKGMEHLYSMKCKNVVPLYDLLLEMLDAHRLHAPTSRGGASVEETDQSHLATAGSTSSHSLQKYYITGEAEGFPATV
Fibroblast inh: blocks proliferation of human lung fibroblasts | LL 47 human lung fibroblast viability, ATP luminescence; active compounds read low | viability, % at 10 µM | 85,000 tested, 1.1% active;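 active = viability at or below 50% in the single dose screen; inactive = viability above 50%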;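 note: compound exposure lasted 72 h before the ATP readout; 100% = median luminescence of untreated cell-only wells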
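Material: human lung fibroblast line LL 47, low passage; Evaluation: viability percentage against median untreated-cell control; Buffer or medium: 15% FBS in IMEM; Incubation: 72 h compound exposure at 37 °C after overnight plating; Dosing: 0.1% DMSO in all compound wells; Measured by: CellTiter-Glo luminescence.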
CYP2C19 inh: inhibitors of human CYP2C19; P33261; CYP2C19 Supersomes, luciferin-H EGE luminescence, 30 min; inhibition, % at 5 µM; 96,000 tested, 21% active; AID 778;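 active = CYP2C19 inhibition above a set limit at 5 µM in the primary screen, cut at about 50% in these data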;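 note: plate controls were negative control wells for no effect and 2.5 mM tranylcypromine positive control for full effect; values of inactives mirror those of a sister screen read the other way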
Target sequence (P33261 whole entry, looked up): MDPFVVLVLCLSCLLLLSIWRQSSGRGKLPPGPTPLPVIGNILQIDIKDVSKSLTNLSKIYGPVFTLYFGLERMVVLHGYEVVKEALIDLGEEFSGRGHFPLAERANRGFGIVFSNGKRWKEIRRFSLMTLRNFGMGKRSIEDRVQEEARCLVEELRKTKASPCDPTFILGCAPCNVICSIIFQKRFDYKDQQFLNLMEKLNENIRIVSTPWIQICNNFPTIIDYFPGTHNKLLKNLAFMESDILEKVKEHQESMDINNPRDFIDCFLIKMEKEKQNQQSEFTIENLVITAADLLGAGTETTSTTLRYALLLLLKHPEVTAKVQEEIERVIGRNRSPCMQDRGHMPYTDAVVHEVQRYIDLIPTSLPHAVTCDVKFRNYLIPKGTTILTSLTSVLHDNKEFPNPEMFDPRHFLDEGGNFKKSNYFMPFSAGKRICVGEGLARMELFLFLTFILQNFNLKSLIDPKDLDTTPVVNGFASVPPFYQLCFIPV
ERa coact pot: enhances coactivator binding to human estrogen receptor alpha. coactivator binding (% of control), % at 25.6 µM. 86,000 tested, 1.3% active. AID 639. P03372. TR-FRET ERalpha-LBD/SRC-Cy5 coactivator binding, 2 h; 100 = basal binding, no effect; in the data active = activity above about 200%;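 note: binding measured in presence of low estradiol as agonist stimulus; 0% = peptide alone without receptor and 100% = receptor with peptide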
CYP2C19 act: cytochrome P450 2C19 (human) activation. P33261. recombinant CYP2C19, luciferin-H EGE luminescence; active compounds read high; 0 = fully inhibited enzyme, 1 = untreated enzyme. activation factor at 5 µM. 96,000 tested, under 10 active;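 active = activation factor of at least 2 at 5 µM in the primary screen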;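 note: 0 = wells with 2.5 mM tranylcypromine and 1 = vehicle-only wells; values of inactives mirror those of a sister screen read the other way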
HUVEC inhibit: human endothelial cell proliferation inhibition | HUVEC proliferation, CellTiter-Glo luminescence, 72 h; active compounds read low | viability, % at 10 µM (by protocol) | 86,000 tested, 1.1% active | AID 648;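 active = viability at or below 30%; inactive = viability above 30%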;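 note: 100% = median luminescence of DMSO-only cell control wells on each plate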
Mac1 fbg inh: CD11b/CD18-fibrinogen binding inhibition; P05107+P11215; 93,000 tested, 0.54% active; inhibition, % at 10 µM; K562 CD11b/CD18 adhesion to fibrinogen, ATPlite luminescence; Mn2+ added to activate the integrin;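 active = primary inhibition of 50% or more at 10 µM, then 40% or more on retest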; note: some results filed as inactive read as strong as hits
CD11b adhes enh: CD11b/CD18-fibrinogen binding enhancement; activation, % at 10 µM; P05107+P11215; K562 CD11b/CD18 adhesion to fibrinogen, ATPlite luminescence; 93,000 tested, 0.07% active;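 active = 10 µM primary screen giving 50% or more activity, confirmed by 40% or more on retest at that dose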; note: strong numbers were not always called active
* = called active by the depositor; [ ] = another dose, or the depositor's remark.

For O=C(c1ccco1)n1nc(-c2ccc(Cl)cc2)nc1NCc1ccco1 the results were H69AR inhibit 36*, ERa coact inh 3, Fibroblast inh 82, CYP2C19 inh 2, ERa coact pot 104, CYP2C19 act 1, HUVEC inhibit 41, Mac1 fbg inh -2 and CD11b adhes enh 3.
Screening CCOC(=O)CCc1nc2ccccc2[nH]c1=O returned H69AR inhibit 104, ERa coact inh -12, Fibroblast inh 106, CYP2C19 inh 5, ERa coact pot 109, CYP2C19 act 1, HUVEC inhibit 101, Mac1 fbg inh -26 and CD11b adhes enh 0.
For O=C(Nc1ccc(Cn2cccn2)cc1)c1ccc(COc2cccc(Br)c2)cc1 the results were CYP2C19 inh 57*, CYP2C19 act 0.4, Mac1 fbg inh 25 and CD11b adhes enh 6.
For O=C(Oc1ccc(Cl)c2cccnc12)N1CCOCC1 the results were CYP2C19 inh 12, CYP2C19 act 0.9, Mac1 fbg inh -12 and CD11b adhes enh 2.
`CCC(C)Nc1nc(CN2CCOCC2)nc2sc3c(c12)CCC3` (stereo not drawn) gave CYP2C19 inh 9, CYP2C19 act 0.9, Mac1 fbg inh 3 and CD11b adhes enh -2.
For CN(CC1CCCO1)S(=O)(=O)c1ccc(C(=O)Nc2nc3cc4c(cc3s2)OCO4)cc1 (stereo not drawn) the results were H69AR inhibit 77, ERa coact inh 63*[fluorescence artefact?], Fibroblast inh 96, ERa coact pot 86[fluorescence artefact?] and HUVEC inhibit 77.
Screening CN(CC(=O)Nc1ccccc1C(=O)N1CCCC1)S(=O)(=O)c1ccc(Br)cc1 returned H69AR inhibit 103, ERa coact inh -6, Fibroblast inh 98, CYP2C19 inh 25, ERa coact pot 109, CYP2C19 act 0.8, HUVEC inhibit 93, Mac1 fbg inh 29 and CD11b adhes enh 1.
For CCOC(=O)Cc1csc(NC(=O)COc2ccc(N(C)S(=O)(=O)c3cccs3)cc2)n1 the results were H69AR inhibit 93, ERa coact inh -2, Fibroblast inh 95, CYP2C19 inh 96*, ERa coact pot 115, CYP2C19 act 0, HUVEC inhibit 87, Mac1 fbg inh 30 and CD11b adhes enh 0.
`COc1ccc(CNC(=O)CS(=O)Cc2nc(-c3ccc(C)cc3)oc2C)cc1` (stereo not drawn) gave H69AR inhibit 84, ERa coact inh -5, Fibroblast inh 99, CYP2C19 inh 34, ERa coact pot 129, CYP2C19 act 0.7, HUVEC inhibit 92, Mac1 fbg inh -14 and CD11b adhes enh 3.
Screening O=c1n(-c2cccc(Cl)c2)c(=O)n2n1CCC2 returned H69AR inhibit 92, ERa coact inh 19, Fibroblast inh 95, CYP2C19 inh -5, ERa coact pot 99, CYP2C19 act 1, HUVEC inhibit 90, Mac1 fbg inh 0 and CD11b adhes enh 0.
`CNc1oc(-c2cccc3ccccc23)nc1C#N` gave H69AR inhibit 80, ERa coact inh 25, Fibroblast inh 95, CYP2C19 inh 19, ERa coact pot 101[fluorescence artefact?], CYP2C19 act 0.8, HUVEC inhibit 90, Mac1 fbg inh 3 and CD11b adhes enh 1.
O=C(NCC1CCCO1)c1c(O)c2c([nH]c1=O)CCCC2 (stereo not drawn) was read as H69AR inhibit 98, ERa coact inh -10, Fibroblast inh 97, CYP2C19 inh 12, ERa coact pot 99, CYP2C19 act 0.9, HUVEC inhibit 110, Mac1 fbg inh 38 and CD11b adhes enh -2.
For CCNc1c([N+](=O)[O-])ncn1C the results were H69AR inhibit 98, ERa coact inh -8, Fibroblast inh 98, CYP2C19 inh -3, ERa coact pot 102, CYP2C19 act 1, HUVEC inhibit 84, Mac1 fbg inh -6 and CD11b adhes enh -4.
COc1cccc2cc(C(=O)NC(C)C3CCCO3)c(=O)oc12 (stereo not drawn) was read as H69AR inhibit 89, ERa coact inh 0[fluorescence artefact?], Fibroblast inh 101, CYP2C19 inh 21, ERa coact pot 75[fluorescence artefact?], CYP2C19 act 0.8, HUVEC inhibit 103, Mac1 fbg inh -10 and CD11b adhes enh 4.
Screening CC1CCc2c(nc3ncnn3c2Nc2ccc(OC(F)(F)F)cc2)C1 (stereo not drawn) returned H69AR inhibit 69, ERa coact inh 36, Fibroblast inh 98, ERa coact pot 98 and HUVEC inhibit 85.
Screening Oc1ccccc1C1=Nc2ncnn2C(c2ccccc2)C1 (stereo not drawn) returned H69AR inhibit 76, ERa coact inh 1, Fibroblast inh 88, CYP2C19 inh 54*, ERa coact pot 103, CYP2C19 act 0.5, HUVEC inhibit 98, Mac1 fbg inh -10 and CD11b adhes enh 2.
COc1cc([N+](=O)[O-])ccc1NC(=O)CN(C)C was read as CYP2C19 inh -6, CYP2C19 act 1.1, Mac1 fbg inh 0 and CD11b adhes enh -2.
`CCOC(=O)N1CCN(C(=O)CSc2ccccc2)CC1` gave H69AR inhibit 96, ERa coact inh -4, Fibroblast inh 106, CYP2C19 inh 44, ERa coact pot 104, CYP2C19 act 0.6, HUVEC inhibit 88, Mac1 fbg inh -10 and CD11b adhes enh -3.
For O=C(CSc1ccc2nnc(-c3ccncc3)n2n1)N1CCc2ccccc21 the results were H69AR inhibit 82, ERa coact inh 3, Fibroblast inh 89, CYP2C19 inh -6, ERa coact pot 111, CYP2C19 act 1.1, HUVEC inhibit 93, Mac1 fbg inh -24 and CD11b adhes enh -3.
For CCOc1ccc(NC(=O)CSc2nc3c(c(=O)n2-c2ccccc2OC)SCC3)cc1 the results were H69AR inhibit 74, ERa coact inh 1, Fibroblast inh 92, CYP2C19 inh 38, ERa coact pot 146, CYP2C19 act 0.6, HUVEC inhibit 100, Mac1 fbg inh 9 and CD11b adhes enh -1.
Screening C=CCc1c(OC)ccc2ccc(=O)oc12 returned CYP2C19 inh 57*, CYP2C19 act 0.4, Mac1 fbg inh -4 and CD11b adhes enh -5.
`CCCOc1ccc(C(C)=O)cc1CSCCC#N` gave H69AR inhibit 97, ERa coact inh -3, Fibroblast inh 93, ERa coact pot 114 and HUVEC inhibit 97.
For Cc1ccccc1CN1C(=O)Nc2ccccc2C(=O)N1C(C)(C)C the results were H69AR inhibit 86, ERa coact inh -13, Fibroblast inh 95, CYP2C19 inh 18, ERa coact pot 101, CYP2C19 act 0.8, HUVEC inhibit 105, Mac1 fbg inh -3 and CD11b adhes enh 1.
For O=S(=O)(NCCOc1ccc(F)cc1)c1ccc2c(c1)OCCO2 the results were CYP2C19 inh 91*, CYP2C19 act 0.1, Mac1 fbg inh 3 and CD11b adhes enh -1.
`COc1ccc(-c2cc(C(F)(F)F)n3nc(C(=O)Nc4cc(C)on4)cc3n2)cc1OC` gave H69AR inhibit 66, ERa coact inh 18[fluorescence artefact?], Fibroblast inh 101, CYP2C19 inh 17, ERa coact pot 116[fluorescence artefact?], CYP2C19 act 0.8, HUVEC inhibit 80, Mac1 fbg inh 6 and CD11b adhes enh -2.
`COc1ccc(-c2cn3c(C)c(C(=O)N4CCN(c5ccc(OC)cc5)CC4)sc3n2)cc1` gave H69AR inhibit 70, ERa coact inh 1[fluorescence artefact?], Fibroblast inh 101, ERa coact pot 133 and HUVEC inhibit 100.
For CC(C)CCN(CCC(C)C)C/C(O)=C(\C#N)c1nc(-c2ccccc2)cs1 the results were CYP2C19 inh 12, CYP2C19 act 0.9, Mac1 fbg inh 53 and CD11b adhes enh 0.
CN(C(=O)c1ccncc1)c1nnc(-c2cccnc2)s1 was read as H69AR inhibit 102, ERa coact inh -32, Fibroblast inh 95, CYP2C19 inh 93*, ERa coact pot 108, CYP2C19 act 0.1, HUVEC inhibit 109, Mac1 fbg inh -15 and CD11b adhes enh 1.
`Nc1nonc1-n1nnc(C(=O)O)c1-c1cccs1` gave H69AR inhibit 102, ERa coact inh -11, CYP2C19 inh 10, ERa coact pot 108, CYP2C19 act 0.9, HUVEC inhibit 100, Mac1 fbg inh -6 and CD11b adhes enh -1.
For CCN(CC)C(=O)COc1ccc(Br)cc1Cl the results were H69AR inhibit 99, ERa coact inh -4, Fibroblast inh 99, CYP2C19 inh 82*, ERa coact pot 113, CYP2C19 act 0.2, HUVEC inhibit 99, Mac1 fbg inh -30 and CD11b adhes enh 4.

3 structures from above, ordered by length of the SMILES, rising.
CN(C(=O)c1ccncc1)c1nnc(-c2cccnc2)s1 was read as H69AR inhibit 102, ERa coact inh -32, Fibroblast inh 95, CYP2C19 inh 93*, ERa coact pot 108, CYP2C19 act 0.1, HUVEC inhibit 109, Mac1 fbg inh -15 and CD11b adhes enh 1.
For O=C(CSc1ccc2nnc(-c3ccncc3)n2n1)N1CCc2ccccc21 the results were H69AR inhibit 82, ERa coact inh 3, Fibroblast inh 89, CYP2C19 inh -6, ERa coact pot 111, CYP2C19 act 1.1, HUVEC inhibit 93, Mac1 fbg inh -24 and CD11b adhes enh -3.
For CCOc1ccc(NC(=O)CSc2nc3c(c(=O)n2-c2ccccc2OC)SCC3)cc1 the results were H69AR inhibit 74, ERa coact inh 1, Fibroblast inh 92, CYP2C19 inh 38, ERa coact pot 146, CYP2C19 act 0.6, HUVEC inhibit 100, Mac1 fbg inh 9 and CD11b adhes enh -1.

New compounds follow:
Screening Cc1nc2ccccn2c1P(=Nc1ccccc1)(N(C)C)N(C)C returned H69AR inhibit 92, ERa coact inh 0, CYP2C19 inh 4, ERa coact pot 111, CYP2C19 act 1, HUVEC inhibit 102, Mac1 fbg inh -20 and CD11b adhes enh 1.
`Cc1cc(C)cc(OCC(=O)OCC(=O)c2ccc3c(c2)NC(=O)CO3)c1` gave CYP2C19 inh -2, CYP2C19 act 1, Mac1 fbg inh -8 and CD11b adhes enh -7.
COc1ccc2c(Cl)c(C(=O)NCc3ccco3)sc2c1 was read as H69AR inhibit 91, ERa coact inh 18, Fibroblast inh 102, CYP2C19 inh 19, ERa coact pot 92[fluorescence artefact?], CYP2C19 act 0.8, HUVEC inhibit 109, Mac1 fbg inh -44 and CD11b adhes enh 2.
Screening Cc1ccc(S(=O)(=O)NCC2CCC(C(=O)NCCCN3CCOCC3)CC2)cc1 (stereo not drawn) returned H69AR inhibit 94, ERa coact inh -5, Fibroblast inh 95, CYP2C19 inh -2, ERa coact pot 100, CYP2C19 act 1, HUVEC inhibit 88, Mac1 fbg inh -36 and CD11b adhes enh -1.
`O=C(NC1CCCCCCC1)C1CCC(CNc2c(N3CCCC3)c(=O)c2=O)CC1` (stereo not drawn) gave H69AR inhibit 92, ERa coact inh -7, Fibroblast inh 95, CYP2C19 inh -1, ERa coact pot 126, CYP2C19 act 1, HUVEC inhibit 91, Mac1 fbg inh -5 and CD11b adhes enh 7.

Entries listed so far containing bromine, in the order listed:
For O=C(Nc1ccc(Cn2cccn2)cc1)c1ccc(COc2cccc(Br)c2)cc1 the results were CYP2C19 inh 57*, CYP2C19 act 0.4, Mac1 fbg inh 25 and CD11b adhes enh 6.
Screening CN(CC(=O)Nc1ccccc1C(=O)N1CCCC1)S(=O)(=O)c1ccc(Br)cc1 returned H69AR inhibit 103, ERa coact inh -6, Fibroblast inh 98, CYP2C19 inh 25, ERa coact pot 109, CYP2C19 act 0.8, HUVEC inhibit 93, Mac1 fbg inh 29 and CD11b adhes enh 1.
For CCN(CC)C(=O)COc1ccc(Br)cc1Cl the results were H69AR inhibit 99, ERa coact inh -4, Fibroblast inh 99, CYP2C19 inh 82*, ERa coact pot 113, CYP2C19 act 0.2, HUVEC inhibit 99, Mac1 fbg inh -30 and CD11b adhes enh 4.
